Screening results (PubChem)
RXFP1 antagonist: RXFP1 (human) relaxin receptor antagonism; HEK293-RXFP1, relaxin-stimulated cAMP HTRF, 30 min; active compounds read low; activity change, negative = inhibition, % at 57.5 µM; 350,000 tested, 0.59% active; AID 1259400;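 active = activity change of -60% or lower, but not beyond a set lower limit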; also: % is scaled to controls: 0 for no effect and ±100 for the full control effect
Target sequence (Q9HBX9 whole entry, looked up): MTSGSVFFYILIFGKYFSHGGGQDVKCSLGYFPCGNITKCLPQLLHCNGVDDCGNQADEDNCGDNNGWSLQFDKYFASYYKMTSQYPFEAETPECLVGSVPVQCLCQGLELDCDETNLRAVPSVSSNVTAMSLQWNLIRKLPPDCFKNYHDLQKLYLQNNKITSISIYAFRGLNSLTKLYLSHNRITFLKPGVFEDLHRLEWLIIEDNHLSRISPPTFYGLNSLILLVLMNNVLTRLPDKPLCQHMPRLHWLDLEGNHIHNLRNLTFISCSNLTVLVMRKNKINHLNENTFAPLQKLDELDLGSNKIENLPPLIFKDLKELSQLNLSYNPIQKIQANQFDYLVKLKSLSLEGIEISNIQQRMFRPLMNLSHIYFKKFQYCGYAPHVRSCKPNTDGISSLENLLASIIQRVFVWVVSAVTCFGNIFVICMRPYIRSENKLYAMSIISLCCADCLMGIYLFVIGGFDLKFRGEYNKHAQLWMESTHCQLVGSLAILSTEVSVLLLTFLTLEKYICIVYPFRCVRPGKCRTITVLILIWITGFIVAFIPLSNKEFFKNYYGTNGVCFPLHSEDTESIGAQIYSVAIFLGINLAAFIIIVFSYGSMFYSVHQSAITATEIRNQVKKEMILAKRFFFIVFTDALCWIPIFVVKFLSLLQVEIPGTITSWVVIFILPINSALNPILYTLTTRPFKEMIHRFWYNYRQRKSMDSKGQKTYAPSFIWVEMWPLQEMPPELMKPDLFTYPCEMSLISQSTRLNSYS
D2 potentiator: positive allosteric modulators of human D2 dopamine receptor. HEK293 T-REx D2, calcium flux, EC20 dopamine potentiation. potentiation, % at 10 µM. AID 485347. P14416. 340,000 tested, 0.34% active;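 active = potentiation over 3 SD above the plate norm, cut at about 30% in these data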; also: 0% is about no effect
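Tetracycline-induced HEK293 T-REx cells force-coupled to calcium signalling expressed D2; compounds were pin-added after a 10 s baseline, read kinetically 180 s, then an EC20 dopamine challenge followed with a further 180 s calcium read.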
GRP78 ERSR act: ER stress response induction in glioma; U87-MG GRP78 promoter luciferase reporter, 16 h; Potency, µM, inactives show at the top dose activation, usual class: activators; 420,000 tested, 0.02% active; also: potency is read from the fitted curve at half-maximal effect; series mostly up to about 76 µM; % of control where 0% means no effect; nearly all actives have a fitted effect of over 35% in size
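ERSR induction read as luciferase luminescence (Bright-Glo, 10 min at room temperature) in stably transfected human U87-MG glioma cells exposed to compounds for 16 h, using GRP78 as sensor.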
Vif-A3G inh: Vif-A3G binding inhibition | Potency, µM (series often up to 46.1 µM), inactives show at the highest dose activity, negative = active, usual class: inhibitors | 410,000 tested, 0.076% active | Q9HC16 | HeLa A3G-eYFP + Vif (tagged APOBEC3G with the HIV-1 protein that degrades it), YFP fluorescence, overnight;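 also: potency is read from the fitted curve at half-maximal effect; % is scaled to controls: 0 for no effect and ±100 for the full control effect; nearly all actives have a fitted effect of over 60% in size; hits raise eYFP signal because A3G escapes Vif-driven loss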
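HeLa cells stably expressing Vif and C-terminally eYFP-tagged A3G, seeded overnight at 37 deg C, then exposed to compound by pintool overnight at 37 deg C. Rise in yellow fluorescence (Ex 488/Em 500-530, Acumen) marks blocked Vif-driven A3G degradation.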
RXFP1 ag: agonists of human relaxin receptor RXFP1 | 370,000 tested, 0.3% active | AID 2676 | HEK293T-RXFP1 cAMP TR-FRET, 30 min; response scale: percent of porcine relaxin response, buffer zero | Potency, µM (titrated, usually from 57.5 µM), inactives show at the highest dose activation, usual class: activators; also: potency is read from the fitted curve at half-maximal effect; % is scaled to controls: 0 for no effect and ±100 for the full control effect; nearly all actives have a fitted effect of over 60% in size; many of its hits are not listed in these tables
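HEK293T cells stably expressing RXFP1 were pretreated with the PDE4 inhibitor Ro 20174, exposed to compounds for 30 min at 37C, lysed, and cAMP was read by TR-FRET. Data normalized to buffer (basal) and 29 nM porcine relaxin (100%).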
D1 ag: human D1 receptor agonism | activation, % at 2 µM | 360,000 tested, 1% active | P21728 | AID 504660 | HEK293 T-REx D1 cells, calcium flux, agonist mode; in the data active = activation above about 30%; also: 0% is about no effect
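Agonism was scored from calcium flux recorded over 180 s (1 read/s) after pintool compound addition, following a 10-cycle baseline. Cells were inducible force-coupled HEK293 TREx D1, plated overnight at 30 C and loaded with no-wash calcium dye.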
D1 potentiator: potentiators of human D1 dopamine receptor; P21728; HEK293 TREx D1 cells, calcium flux, dopamine EC20 potentiation; potentiation, % at 10 µM; 360,000 tested, 0.036% active; AID 504651; in the data active = potentiation above about 30%; also: 0% is about no effect
D1 antagonist: antagonists of human D1 dopamine receptor; P21728; HEK293 TREx D1 cells, calcium flux, dopamine EC80; active compounds read low; activity change, negative = inhibition, % at 10 µM; 360,000 tested, 3.2% active; AID 504652; in the data active = activity change below about -30%; also: % is scaled to controls: 0 for no effect and ±100 for the full control effect
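Tetracycline-induced HEK293 T-REx cells with force-coupled D1 receptor were loaded with a no-wash calcium dye. Compound was added after a 10 s baseline and read kinetically for 180 s; EC80 dopamine was then added and calcium flux followed another 180 s.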
Vif-A3F inh: blocks the Vif interaction with APOBEC3F. Potency, µM (series often up to 46.1 µM), inactives show at the highest dose activity, negative = active. 390,000 tested, 0.2% active. HeLa A3F-eYFP + Vif (tagged APOBEC3F with the HIV-1 protein that degrades it), YFP fluorescence increase; also: potency is read from the fitted curve at half-maximal effect; % of control where 0% means no effect; nearly all actives have a fitted effect of over 65% in size
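HeLa cells stably expressing Vif plus C-terminally eYFP-tagged A3F were seeded, incubated overnight at 37 deg C, dosed with compound, incubated overnight again at 37 deg C. Yellow fluorescence (Ex 488/Em 500-530) reported blocked Vif-mediated A3F-eYFP degradation.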
* marks the source's active call; other numbers are inactive results; x = no result given; & = joins results of further samples. Unless noted, calls follow the shape of the dose curve; as a rule, active = well fitted curve in the direction sought with a large enough effect; inconclusive = small, poorly fitted or top-dose-only effect, or another doubt; inactive = no such curve, though single readings can be large; an effect the other way counts as inactive or inconclusive. Some of the compounds tested, so the mix of outcomes need not match the whole.

SMILES	RXFP1 antagonist	D2 potentiator	GRP78 ERSR act	Vif-A3G inh	RXFP1 ag	D1 ag	D1 potentiator	D1 antagonist	Vif-A3F inh
CCC(=O)Nc1cccc(NC(=O)c2cccc([N+](=O)[O-])c2)c1	2	-7	-5%	-1%	3.4%	2	-2	-6	0%
COc1ccc(CCNC(=O)c2ccc(=O)[nH]c2)cc1	7	-2	-4%	2%	2.5%	-3	-1	-10	0%
COc1cccc(CNC(=O)CSC2=Nc3ccccc3N=C(c3ccc(F)cc3)C2)c1	x	-5	-1%	-3%	0.5%	9	-1	9	-1%
Cc1ccc(-n2nnnc2SCC(=O)NC2CCS(=O)(=O)C2)c(C)c1 (stereo not given)	17	-6	5%	-1%	-0.8%	2	-3	-29	-10%
COCCCNC(=O)C(C)n1c2ccccc2c2cnn(C)c(=O)c21 (stereo not given)	x	4	2%	1%	2.3%	1	-2	0	0%
COc1ccc(OC)c(-c2cc(C(=O)Nc3c(C)nn(Cc4ccccc4)c3C)no2)c1	-23	7	-2%	-2%	5.9%	4	1	-44*	-4%
O=C(N/C(=C/c1cccs1)C(=O)N1CCOCC1)c1ccco1	22	2	-2%	0%	0.4%	1	1	-15	-7%
CCOc1ccc(CN(C)C(=O)CCNC(=O)c2ccco2)cc1	5	16	-5%	-2%	0.8%	1	0	9	-4%
CN(C)/C=N/NC(=O)c1ccc(Cl)cc1	9	x	-1%	0%	2.7%	1	0	-15	0%
CC(C)C(NC(=O)C12CC3CC(CC(C3)C1)C2)C(=O)N/N=C/C1=C(N2CCOCC2)C(=C\c2cccc([N+](=O)[O-])c2)/CC1 (stereo not given)	-10	2	15%	0%	2.4%	2	-3	-17	1%
CC1CCCN1c1ccnc2cc(Cl)ccc12 (stereo not given)	-3	x	-3%	0%	x	x	x	x	-21%
CCCNC(=O)c1cc(S(=O)(=O)N2CCc3ccccc32)ccc1F	-12	-5	-3%	-1%	-1.5%	8	0	-3	-4%
CN(C)S(=O)(=O)N1CCN(CC(O)COc2ccc(C(=O)c3ccccc3)cc2)CC1 (stereo not given)	-12	-5	-4%	0%	0.6%	18	-1	6	1%
COc1ccccc1N1CCN(C(=O)C2CCN(S(=O)(=O)c3c(C)noc3/C=C/c3ccc(C)cc3)CC2)CC1	x	3	0%	0%	-2.1%	2	1	1	-9%
O=C(Nc1ccccc1F)c1cc(S(=O)(=O)N2CCOCC2)ccc1N1CCOCC1	10	-3	-4%	-1%	1.9%	2	4	2	4%

Rewritten with values under each structure: entries from further up
Values run as follows: RXFP1 antagonist | D2 potentiator | GRP78 ERSR act | Vif-A3G inh | RXFP1 ag | D1 ag | D1 potentiator | D1 antagonist | Vif-A3F inh
- CCC(=O)Nc1cccc(NC(=O)c2cccc([N+](=O)[O-])c2)c1
 : 2 | -7 | -5% | -1% | 3.4% | 2 | -2 | -6 | 0%
- COc1ccc(CCNC(=O)c2ccc(=O)[nH]c2)cc1
 : 7 | -2 | -4% | 2% | 2.5% | -3 | -1 | -10 | 0%
- COc1cccc(CNC(=O)CSC2=Nc3ccccc3N=C(c3ccc(F)cc3)C2)c1
 : x | -5 | -1% | -3% | 0.5% | 9 | -1 | 9 | -1%
- Cc1ccc(-n2nnnc2SCC(=O)NC2CCS(=O)(=O)C2)c(C)c1 (stereo not given)
 : 17 | -6 | 5% | -1% | -0.8% | 2 | -3 | -29 | -10%
- COCCCNC(=O)C(C)n1c2ccccc2c2cnn(C)c(=O)c21 (stereo not given)
 : x | 4 | 2% | 1% | 2.3% | 1 | -2 | 0 | 0%
- COc1ccc(OC)c(-c2cc(C(=O)Nc3c(C)nn(Cc4ccccc4)c3C)no2)c1
 : -23 | 7 | -2% | -2% | 5.9% | 4 | 1 | -44* | -4%
- O=C(N/C(=C/c1cccs1)C(=O)N1CCOCC1)c1ccco1
 : 22 | 2 | -2% | 0% | 0.4% | 1 | 1 | -15 | -7%
- CCOc1ccc(CN(C)C(=O)CCNC(=O)c2ccco2)cc1
 : 5 | 16 | -5% | -2% | 0.8% | 1 | 0 | 9 | -4%
- CN(C)/C=N/NC(=O)c1ccc(Cl)cc1
 : 9 | x | -1% | 0% | 2.7% | 1 | 0 | -15 | 0%
- CC(C)C(NC(=O)C12CC3CC(CC(C3)C1)C2)C(=O)N/N=C/C1=C(N2CCOCC2)C(=C\c2cccc([N+](=O)[O-])c2)/CC1 (stereo not given)
 : -10 | 2 | 15% | 0% | 2.4% | 2 | -3 | -17 | 1%
- CC1CCCN1c1ccnc2cc(Cl)ccc12 (stereo not given)
 : -3 | x | -3% | 0% | x | x | x | x | -21%
- CCCNC(=O)c1cc(S(=O)(=O)N2CCc3ccccc32)ccc1F
 : -12 | -5 | -3% | -1% | -1.5% | 8 | 0 | -3 | -4%
- CN(C)S(=O)(=O)N1CCN(CC(O)COc2ccc(C(=O)c3ccccc3)cc2)CC1 (stereo not given)
 : -12 | -5 | -4% | 0% | 0.6% | 18 | -1 | 6 | 1%
- COc1ccccc1N1CCN(C(=O)C2CCN(S(=O)(=O)c3c(C)noc3/C=C/c3ccc(C)cc3)CC2)CC1
 : x | 3 | 0% | 0% | -2.1% | 2 | 1 | 1 | -9%
- O=C(Nc1ccccc1F)c1cc(S(=O)(=O)N2CCOCC2)ccc1N1CCOCC1
 : 10 | -3 | -4% | -1% | 1.9% | 2 | 4 | 2 | 4%

Additional records:
SMILES	RXFP1 antagonist	D2 potentiator	GRP78 ERSR act	Vif-A3G inh	RXFP1 ag	D1 ag	D1 potentiator	D1 antagonist	Vif-A3F inh
CC1(C)OC(=O)C(=Cc2ccc(-c3ccc(Cl)c(C(=O)O)c3)o2)C(=O)O1	-18	3	-5%	-1%	22%	6	-6	13	1%
CN1CCCN(C(c2ccccc2)c2ccc(Cl)cc2)CC1 (stereo not given)	-29	-30	-4%&-5%	2%	3.2%	40*	-4	-17	5%
O=c1c2ccccc2ncn1CCOCCOc1ccc([N+](=O)[O-])cc1	3	8	-4%	-1%	12%	2	6	-5	-6%
CN(C)/C=N/C(=S)Nc1ccccc1F	-4	-3	-1%	0%	-0.6%	2	6	18	-3%
Cc1c(C(=O)N2CCN(S(=O)(=O)c3cccs3)CC2)oc2ccc(F)cc12	-11	x	-2%	2%	x	x	x	x	5%
COc1ccc(C2=Nc3ccc(C)cc3NC(c3ccc(Cl)cc3)=N2)cc1	2	5	x	x	-1.9%	0	1	-4	x
CCN(c1ccccc1)S(=O)(=O)c1ccc(C(=O)Nc2ncccc2C)cc1	4	0	-2%	0%	-1.7%	2	-2	2	-9%
Cn1c2ccccc2c2cc(C(=O)O)ccc21	-15	-2	-2%	-2%	-0.1%	0	4	-15	1%
CCOC(=O)c1cnc(-n2nc(C)cc2C)nc1Oc1ccc(C(=O)OC)cc1	-7	12	-2%	-3%	-0.2%	1	-13	-5	0%
Cc1ccc(CONC(=O)c2cccc([N+](=O)[O-])c2)cc1	-2	-5	1%	-4%	0.7%	0	-10	-4	4%
CCOC(=O)c1ccccc1NC(=O)CN(c1ccccc1)S(=O)(=O)c1ccc(OCC)cc1	x	1	-1%	5%	-0.8%	10	-3	-14	1%
CC(C)CCC(C(=O)NC(C)c1ccccc1)C(=O)NC(C)c1ccccc1 (stereo not given)	7	-3	-2%	-2%	3.8%	1	-1	2	-1%
COc1ccc(OCCOc2ccc(S(=O)(=O)N3CCCC3)cc2[N+](=O)[O-])cc1	2	-6	-4%	-5%	0.2%	7	-5	-14	0%

An excerpt from above in order of the D1 antagonist value, highest first:
compound | D1 antagonist
CCN(c1ccccc1)S(=O)(=O)c1ccc(C(=O)Nc2ncccc2C)cc1 | 2
COc1ccc(C2=Nc3ccc(C)cc3NC(c3ccc(Cl)cc3)=N2)cc1 | -4
COc1ccc(OCCOc2ccc(S(=O)(=O)N3CCCC3)cc2[N+](=O)[O-])cc1 | -14
